RGS12 GoLoco inh = RGS12 GoLoco-Gai1 interaction inhibition. 0.44% of 230,000 active. Gai1:RGS12 GoLoco peptide FP, rhodamine, 10 min. Potency, µM (series often up to 61.6 µM), without a hit: top-dose activity, negative = inhibition, most hits filed as inhibitors; active = well fitted inhibition curve with a large enough effect, not every such curve was filed as active; inactive = no such curve, though single readings can be large or run the other way; note: nearly all actives have a fitted effect of over 30% in size; many of its hits are not listed in these tables
L3MBTL1 block = blocks human L3MBTL1 | Q9Y468 | Potency, µM (top dose mostly 57.1 µM), without a hit: at the highest dose activity, negative = inhibition, most hits filed as inhibitors | 0.66% of 230,000 active | AID 485360 | AlphaScreen L3MBTL1–H3K9me1 peptide binding; note: nearly all actives have a fitted effect of over 60% in size
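Displacement of a biotinylated histone H3(1-15) peptide monomethylated at Lys9 (75 nM) from L3MBTL1 (50 nM) was measured by AlphaScreen after a 30 min room-temperature compound incubation; cefsulodin titration served as intraplate control.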
RECQ1 inh = inhibitors of human RECQ1 DNA helicase; Potency, µM (top dose mostly 57.3 µM), without a hit: at the highest dose activity, negative = inhibition, most hits filed as inhibitors; P46063; AID 2549; RECQ1 DNA unwinding, red fluorescence kinetic read; 0.54% of 240,000 active;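 note: plate controls were vehicle for no effect and no enzyme for full effect; nearly all actives have a fitted effect of over 30% in size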
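RECQ1T1 50 nM; forked duplex (20 bp + 30-nt ss tails) 200 nM, ATP 2 mM final; pH 8.0, 2 mM MgCl2, 2.5 ug/ml poly(dI-dC); 15 min compound preincubation; discontinuous kinetic read over 2 h at RT.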
JMJD2E inh = blocks human JMJD2E demethylase activity | B2RXH2 | JMJD2E catalytic domain, FDH-coupled NADH fluorescence (FDH is formaldehyde dehydrogenase) | Potency, µM (highest dose often 57.1 µM), inactives show top-dose activity change, negative = inhibition, usual class: inhibitors | 1.6% of 230,000 active | AID 2147; active = well fitted inhibition curve with a large enough effect, not every such curve was filed as active; inconclusive = small, poorly fitted or top-dose-only effect, or another doubt; inactive = no such curve, though single readings can be large or run the other way;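 note: 0% = wells with enzyme and -100% = buffer wells without enzyme; nearly all actives have a fitted effect of over 50% in size; many of its hits are not listed in these tables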
Target sequence (B2RXH2 1-337 limits assumed): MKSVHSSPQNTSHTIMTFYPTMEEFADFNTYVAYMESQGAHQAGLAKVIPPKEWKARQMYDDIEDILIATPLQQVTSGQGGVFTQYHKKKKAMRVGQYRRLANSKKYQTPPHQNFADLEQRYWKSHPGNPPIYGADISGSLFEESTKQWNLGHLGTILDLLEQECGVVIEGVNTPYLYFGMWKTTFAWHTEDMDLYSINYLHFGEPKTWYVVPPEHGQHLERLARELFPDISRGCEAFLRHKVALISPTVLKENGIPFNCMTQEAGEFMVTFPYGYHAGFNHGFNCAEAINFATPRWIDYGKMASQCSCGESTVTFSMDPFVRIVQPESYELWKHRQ
Tau fibril ThT = inhibitors of human tau fibril formation, thioflavin T binding; P10636; recombinant tau K18 P301L (four-repeat tau fragment), heparin-induced fibrillization, ThT fluorescence; Potency, µM (titrated, usually from 57.4 µM), for the others: top-dose activity, negative = inhibition, most hits filed as inhibitors; 2.1% of 270,000 active; note: nearly all actives have a fitted effect of over 55% in size
Target sequence (P10636 561-689 P618L limits assumed): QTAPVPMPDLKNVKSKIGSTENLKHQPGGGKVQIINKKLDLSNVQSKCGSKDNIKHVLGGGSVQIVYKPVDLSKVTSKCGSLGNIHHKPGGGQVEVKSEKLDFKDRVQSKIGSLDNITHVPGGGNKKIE
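K18 P301L tau (15 uM + 0.24 uM Alexa 594-tagged), heparin 20 uM, NaOAc pH 7, 6 h 37 C; ThT 30 uM, 1 h RT, ex 450/em 510 nm.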
TRb-SRC2 inh = inhibitors of human thyroid hormone receptor beta-SRC2 interaction. P10828. TRbeta-SRC2 peptide binding, fluorescence polarization; receptor liganded with 1 µM T3. Potency, µM (top dose mostly 106 µM), for the others: at the highest dose activity change, negative = inhibition, usual class: inhibitors. 0.065% of 280,000 active;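 note: plate controls were bound peptide for no effect and peptide without receptor for full effect; nearly all actives have a fitted effect of over 50% in size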
Target sequence (P10828 whole entry, looked up): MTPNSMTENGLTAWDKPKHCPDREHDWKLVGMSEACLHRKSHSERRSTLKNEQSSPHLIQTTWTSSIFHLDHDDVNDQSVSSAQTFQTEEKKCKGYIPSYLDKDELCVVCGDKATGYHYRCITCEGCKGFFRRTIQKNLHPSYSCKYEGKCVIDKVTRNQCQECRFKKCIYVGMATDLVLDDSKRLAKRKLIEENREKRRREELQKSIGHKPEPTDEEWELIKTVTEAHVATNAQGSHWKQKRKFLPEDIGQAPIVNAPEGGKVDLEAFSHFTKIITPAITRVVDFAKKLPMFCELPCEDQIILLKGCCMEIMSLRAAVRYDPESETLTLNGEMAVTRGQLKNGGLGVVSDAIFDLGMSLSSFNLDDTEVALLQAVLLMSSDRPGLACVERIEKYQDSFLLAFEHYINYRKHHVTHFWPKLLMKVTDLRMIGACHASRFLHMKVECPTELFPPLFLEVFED
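Fluorescence polarization of 20 nM Texas Red SRC2 peptide (20-aa NR interaction domain) bound to 0.6 uM human TRb ligand-binding domain, with 1 uM T3, after 5 hr at ambient temperature; inhibition seen as decreased polarization.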
Tau fibril FP = blocks human tau fibril formation measured by polarization. K18 P301L tau heparin fibrillization, Alexa594 FP, 6 h. Potency, µM (top dose mostly 57.7 µM), for inactives: at the top dose activity, negative = inhibition, hits mostly inhibitors. 0.39% of 280,000 active. AID 1468; note: nearly all actives have a fitted effect of over 55% in size
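Human tau K18 […] P301L fragment, 15 uM unlabeled plus 0.24 uM Alexa 594-labeled tau (final), with compound and 20 uM heparin in 100 mM sodium acetate pH 7; 6 hr at 37 C, then Alexa 594 FP read.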
TexasRed fluor = Texas Red fluorescence interference in TRb-SRC2 counter-screen | TRb/SRC2 Texas Red total fluorescence interference | Potency, µM (doses to about 106 µM), for inactives: at the top dose fluorescence change, negative = quenching | 0.29% of 280,000 active; active = well fitted curve in either direction with a large enough effect; inconclusive = small, poorly fitted or top-dose-only effect
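Human TRβ ligand-binding domain (0.6 uM) and Texas Red SRC2 peptide (20 nM) in Tris buffer with 1 uM T3 and 5% DMSO were incubated with pinned compound for 5 hr at ambient temperature. Total fluorescence was computed as S + 2P (555/632 nm).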
* = called active by the depositor; i = inactive; ? = inconclusive; · = no result given; [ ] = remark or other dose. Unless noted, calls come from the whole dose curve; as a rule, active = well fitted curve in the direction sought with a large enough effect; inconclusive = small, poorly fitted or top-dose-only effect, or another doubt; inactive = no such curve, though single readings can be large; an effect the other way counts as inactive or inconclusive. Unless noted, % is set by controls: 0 for no effect and ±100 for the full control effect; potency is the fitted concentration of half-maximal effect.

Second line of a record: L3MBTL1 block	TRb-SRC2 inh	Tau fibril ThT	Tau fibril FP	JMJD2E inh	RECQ1 inh	RGS12 GoLoco inh	TexasRed fluor
- Cc1cccc(NC(=O)CSc2nc(=O)n(Cc3ccncc3)c3c2CCC3)c1C
→ ·	-10.9%	-3.0%	-6.7%	·	·	·	-0.5%
- CC(=O)OCC1=C(C(=O)O)N2C(=O)C(NC(=O)c3ccc(COc4ccc(Cl)cc4)o3)C2SC1 (centres undefined)
→ ·	-5.9%	?	?	0.9%	i	86.8%[activator]	-1.2%
- CCC(CC)C(=O)N1CC(=O)Nc2ccc(Br)cc2C1c1ccccc1 (centres undefined)
→ -3.2%	8.2%	-11.3%	-5.2%	5.1%	i	7.3%	0.1%
- CN(C)c1ccc(/C=N/NC(=O)c2ccn(C)n2)cc1
→ -3.3%	-2.3%	?	3.9%	?	-10.4%	5.1%	-1.5%
- Cc1ccccc1C1CC(=O)NC2=C1C(=O)CCC2 (centres undefined)
→ 53.3%[activator]	-5.0%	0.3%	1.8%	?	-4.2%	-21.6%	-0.9%
- CCc1ccccc1NS(=O)(=O)c1ccc2oc(=O)c3ncn(C)c3c2c1
→ ·	3.2%	5.2%	-0.8%	·	·	·	0.4%
- O=c1c2ccccc2nnn1CSc1nnc(COc2ccc(Cl)cc2)n1Cc1ccco1
→ 3.6%	4.0%	-10.7%	2.9%	12.4%	i	-14.5%	-0.8%
- COc1cc(OC)cc(C(=O)N[C@H](C(=O)OCC(=O)Nc2ccc(C)cc2C)C(C)C)c1
→ -0.9%	5.4%	-8.3%	11.1%	-2.7%	4.6%	2.6%	-1.2%
- COc1cc(-c2nnc(SCCOc3ccc(Cl)cc3)o2)cc(OC)c1OC
→ ·	2.9%	12.8%	-7.8%	·	·	·	-0.2%
- COC(=O)[C@H](Cc1ccccc1)NC(=O)NCc1cccs1
→ ·	-7.2%	-9.3%	1.7%	-1.1%	i	-2.4%	1.1%
- CCCCC(=O)Nc1cc([N+](=O)[O-])ccc1Cl
→ -0.3%	2.6%	0.9%	-0.5%	10.7%	i	6.3%	1.3%
- CC(C)(C)C(=O)COC(=O)C1CC(=O)N(c2ccccc2)C1 (centres undefined)
→ 4.5%	1.3%	1.5%	2.5%	-9.2%	0.6%	11.5%	-3.4%
- Cc1ccc(C(=O)O)cc1-n1c(C)ccc1-c1ccccc1
→ ·	-7.0%	-6.8%	1.4%	·	·	·	-30.8%
- Cc1csc(NC(=O)CSc2ncc(-c3ccccc3)[nH]2)n1
→ -12.1%	2.2%	-7.5%	11.8%	-4.1%	-7.2%	1.3%	-1.2%
- N#Cc1c(N)nc2c(c1N)CC(CCl)O2 (centres undefined)
→ 10.2%	-1.0%	-10.6%	9.7%	4.5%	-4.0%	14.0%	0.0%
- COc1ccccc1NCc1ccc([N+](=O)[O-])s1
→ -7.7%	6.1%	?	3.7%	0.9%	3.3%	17.4%	-5.4%
- COc1ccc(NC(=S)N(CCc2nc3cc(C)c(C)cc3[nH]2)Cc2cccnc2)cc1
→ -16.5%	-22.3%	?	-3.6%	15.3%	-12.9%	20.8%	-2.5%
- CC(C)(C)c1ccc(C(=O)NC(Cc2ccccc2)C(=O)O)cc1 (centres undefined)
→ -7.9%	-4.7%	-10.6%	4.5%	3.1%	-0.8%	7.3%	-0.8%
- COc1cc(N2CCOCC2)ncn1
→ 2.8%	-0.3%	0.3%	-5.9%	0.8%	-0.3%	4.8%	3.4%
- CN(CCC#N)S(=O)(=O)c1ccc2[nH]cc(C(=O)NCCc3ccccc3)c(=O)c2c1
→ -1.6%	-0.2%	9.3%	?	?	-3.0%	5.3%	-0.5%
- O=C1C2C3CCCC3=C3CCCC3C2C(=O)N1c1cccc(Cl)c1 (centres undefined)
→ -9.8%	-14.1%	-5.9%	2.6%	2.2%	-17.8%	-8.0%	-1.1%
- COc1cc(C(=O)Nc2ccc(C#N)cc2)c([N+](=O)[O-])cc1OC
→ ·	7.7%	-5.8%	-3.3%	-5.3%	11.1%	-3.9%	0.3%
- COC(=O)c1cccc(NC(=O)C(C)(C)C)c1
→ 5.8%	0.7%	-4.0%	4.9%	2.6%	i	1.5%	-0.1%
- CC(=O)c1ccc(NC2c3ncccc3C(=O)N2Cc2ccc(F)cc2)cc1 (centres undefined)
→ -2.8%	1.9%	3.2%	?	?	i	10.8%	6.1%
- COC(=O)c1ccc(C(NC(=O)OCc2ccccc2)/C(=C/[C@@H](C)C(=O)NCc2nc3ccccc3n2C)c2cccnc2)cc1 (some centres undefined)
→ ·	2.4%	?	13.0%	-6.7%	-16.2%	-12.2%	-7.3%
- C=CCn1c(CC(C)(C)C)nc2ccccc21
→ -2.7%	3.2%	-2.6%	-1.1%	-2.8%	-13.9%	-4.0%	-6.4%
- CC(C)c1cccc(C(C)C)c1NC(=O)COC(=O)c1ccc(OCC(=O)Nc2cccc(C(F)(F)F)c2)cc1
→ 3.7%	-1.4%	-9.0%	?	5.3%	-0.7%	-10.6%	1.7%
- COc1ccc(NC(=O)CSc2nnc(CCC(=O)Nc3ccc(C)c(Cl)c3)n2C)cc1
→ -0.1%	-4.6%	-13.7%	-18.4%	7.5%	-21.4%	2.2%	1.2%
- Cc1ccc(C)c(NC(=O)Cn2c(=O)nc(-c3ccccc3)c3ccccc32)c1
→ ·	-1.9%	-8.1%	5.5%	·	·	·	0.9%
- CCOC(=O)C1(C(=O)OCC)C(c2ccccc2)CC(O)N1C(C)=O (centres undefined)
→ ·	7.3%	-8.4%	0.3%	-4.0%	-3.8%	-2.8%	-0.9%

Next part, overlapping the part above by 5 compounds.
Second line of a record: L3MBTL1 block	TRb-SRC2 inh	Tau fibril ThT	Tau fibril FP	JMJD2E inh	RECQ1 inh	RGS12 GoLoco inh	TexasRed fluor
- C=CCn1c(CC(C)(C)C)nc2ccccc21
→ -2.7%	3.2%	-2.6%	-1.1%	-2.8%	-13.9%	-4.0%	-6.4%
- CC(C)c1cccc(C(C)C)c1NC(=O)COC(=O)c1ccc(OCC(=O)Nc2cccc(C(F)(F)F)c2)cc1
→ 3.7%	-1.4%	-9.0%	?	5.3%	-0.7%	-10.6%	1.7%
- COc1ccc(NC(=O)CSc2nnc(CCC(=O)Nc3ccc(C)c(Cl)c3)n2C)cc1
→ -0.1%	-4.6%	-13.7%	-18.4%	7.5%	-21.4%	2.2%	1.2%
- Cc1ccc(C)c(NC(=O)Cn2c(=O)nc(-c3ccccc3)c3ccccc32)c1
→ ·	-1.9%	-8.1%	5.5%	·	·	·	0.9%
- CCOC(=O)C1(C(=O)OCC)C(c2ccccc2)CC(O)N1C(C)=O (centres undefined)
→ ·	7.3%	-8.4%	0.3%	-4.0%	-3.8%	-2.8%	-0.9%
- O=C(c1ccccc1Cl)N1CCCCC1CCN1CCCCC1 (centres undefined)
→ ·	0.6%	-10.3%	-4.2%	·	·	·	-0.8%
- O=C(C(c1ccccc1)c1ccccc1)N1CCOCC1
→ -3.9%	-4.8%	-2.6%	-16.1%	0.8%	9.7%	-3.9%	-4.1%
- CCOc1ccc(S(=O)(=O)Nc2ccc(S(=O)(=O)Nc3cc(OC)ccc3OC)cc2)cc1
→ ·	6.4%	-3.0%	-3.0%	-2.0%	i	2.5%	0.3%
- CC(NC(=O)/C(=C\c1cccc([N+](=O)[O-])c1)NC(=O)c1ccco1)C(=O)O (centres undefined)
→ -5.7%	-18.3%	?	-9.1%	-7.5%	-5.2%	12.7%	-3.8%
- CCOC(=O)c1cc2c(=O)n3cccc(C)c3nc2n(Cc2ccccc2Cl)c1=N
→ -0.8%	6.5%	4.8%	-2.3%	?	4.9%	18.3%	-4.5%
- CC1=C(C(=O)OCc2ccccc2)C(c2ccc(C#N)cc2)NC(=O)N1CCCC(=O)O (centres undefined)
→ 1.0%	-2.6%	-7.3%	-0.5%	-7.3%	2.0%	4.1%	1.7%
- CCOC(=O)c1cc(S(=O)(=O)NCc2cccc(Cl)c2)[nH]n1
→ ·	8.5%	-8.0%	-4.2%	·	·	·	-24.0%
- COc1ccc(-c2oc3c(OC)c(OC)c(OC)c(O)c3c(=O)c2OC)cc1OC
→ 25.5%	-4.0%	?	14.1%	?	-9.8%	-2.5%	-5.5%
- CCN(Cc1nc(-c2ccc(Cl)cc2)no1)CC1CCCO1 (centres undefined)
→ 15.4%	4.7%	-3.0%	5.6%	-0.3%	i	5.6%	-3.1%
- N/C(Cc1nc(-c2ccc(Br)cc2)cs1)=N\O
→ ·	0.7%	-15.8%	0.7%	-3.2%	-0.3%	4.0%	-2.5%
- CCOC(=O)c1cc(NC(=O)c2ccc(Cl)cc2)c(=O)n2c1oc1ccccc12
→ ·	11.8%	-16.2%	-7.0%	·	·	·	-15.8%
- Cc1ccccc1NC(=O)Cn1c(=O)n(Cc2ccccc2)c(=O)c2sc3ccccc3c21
→ ·	-7.1%	12.8%	-11.4%	·	·	·	0.3%
- CC(/C=C/C=C/c1ccccc1)=N/NC(=O)CNc1ccccc1C
→ -7.2%	-3.4%	-10.6%	-0.8%	6.1%	-0.2%	-2.5%	-0.8%
- Cn1cccc1Cc1nnc(SCC(=O)NCc2ccco2)n1CCc1ccccc1
→ -23.3%	-7.1%	?	-4.7%	-8.5%	-26.1%	5.6%	0.2%
- CCOc1ccc(N2C(=O)CC(N3CCC(NC(=O)Nc4ccccc4)CC3)C2=O)cc1 (centres undefined)
→ -6.9%	-2.0%	-14.8%	-1.4%	-8.8%	i	-0.2%	-3.6%
- Cc1ccc(-n2ncc(C(=O)NCc3ccco3)c2C2CCN(C(=O)OC(C)(C)C)CC2)cc1C
→ ·	2.8%	?	-1.6%	·	·	·	-16.8%

Bioassay records from PubChem.

Some of the compounds tested. The share of hits here may be higher or lower than overall.
